RmlC RmlD mix: RmlC and RmlD coupled enzyme inhibitors, primary screen, biochemical, 384-well, compound mixtures, retest; RmlC/RmlD coupled enzyme inhibition, 384-well mixture HTS; inhibition, % at 5.5 µM; hit rate 0.39% among 110,000; AID 1532, 2009; in the data active means inhibition above about 30%, passing the limit was not always enough; further: strong numbers were not always called active
RT RNaseH block: HIV-1 RT RNase H inhibitors, primary screen, biochemical, fluorescence. RT-RNase H RNA/DNA duplex cleavage. hit rate 1.9% among 65,000. inhibition, % at 10 µM. Gag-Pol polyprotein (Human immunodeficiency virus type 1 group M subtype B (isolate …. AID 565, 2006; in the data active means inhibition above about 50%
* hit, by the source's call; · = no result given. An excerpt; count on the stated rates, not on these rows.

Below each SMILES – RmlC RmlD mix	RT RNaseH block
1. CCCCN(CC)S(=O)(=O)c1ccc(C(=O)Nc2nnc(COC)o2)cc1
  1	20
2. Cc1cc(C)n(-c2nc3ccccc3c(=O)n2OCc2ccc(F)cc2)n1
  6	-2
3. CC(C)NC(=S)NNC(=O)C12CC3CC(CC(C3)C1)C2
  -3	·
4. O=S(=O)(NCC(c1ccccc1)N1CCNCC1)c1ccc(Cl)cc1 (stereo unspecified)
  5	-9
5. CCOc1cc(C(=O)OCc2ccc(C(=O)OC)o2)cc(Br)c1OC
  9	-47
6. CCOc1ccccc1Oc1coc2cc(OC)ccc2c1=O
  -14	·
7. CCOC(=O)N1CCN(c2cc(=O)n(-c3ccc(OC)cc3)c(=O)[nH]2)CC1
  5	5
8. COc1ccccc1Nc1nc(N)nc(CSc2ncccn2)n1
  5	-36
9. CCCC(=O)Nc1ccc(Cl)c(NC(=O)C(C)(C)C)c1
  -8	-10
10. CCOc1ccc(N2C(=O)CC(SC(=NC)Nc3ccc4c(c3)OCO4)C2=O)cc1 (stereo unspecified)
  2	·
11. O=C(NC(Cc1ccccc1)c1ccc2c(c1)OCCCO2)c1ccccc1 (stereo unspecified)
  -9	·
12. Cc1ccc(SCc2ccc(C(=O)Nc3cc([N+](=O)[O-])ccc3C)cc2)cc1
  3	·
13. CCn1cc(C2=NC(C)(C)CO2)c2ccccc21
  -3	·
14. COc1ccccc1S(=O)(=O)Cc1ccc(C(=O)NC(C)c2ccc3c(c2)OCCO3)o1 (stereo unspecified)
  -11	-5
15. C=CCNc1nc2ccccc2nc1NS(=O)(=O)c1cccs1
  -9	-2
16. COC(=O)C1=C(C)OC(N)=C(C#N)C1c1cc(C)sc1C (stereo unspecified)
  -11	·
17. Cc1ccc2[nH]c(CCN(C)C)c(CC#N)c2c1
  -8	-6
18. OCC[C@H]1C[C@H](O)[C@@H](O)[C@@]2(CCCCO2)O1
  -8	·
19. COC(C[C@@H](O)C[C@H](O)[C@@H](C)OCc1ccccc1)OC
  4	·
20. CC1CCN(C(=O)Cn2cc(C#N)c3ccccc32)CC1
  15	·

A second format for some results above:
15: C=CCNc1nc2ccccc2nc1NS(=O)(=O)c1cccs1
  RmlC RmlD mix: -9; RT RNaseH block: -2
11: O=C(NC(Cc1ccccc1)c1ccc2c(c1)OCCCO2)c1ccccc1 (stereo unspecified)
  RmlC RmlD mix: -9; RT RNaseH block: ·

(list continues)
Below each SMILES – RmlC RmlD mix	RT RNaseH block
21. O=C(CSc1nnc(COc2cccc3cccnc23)o1)c1ccc(F)cc1
  -3	-22
22. Cc1cc(=O)oc2cc(OCC3CC(c4ccc(Cl)cc4)=NO3)ccc12 (stereo unspecified)
  3	·
23. c1cc2c(cc1Cn1cnnn1)OCO2
  -12	-3
24. COc1cccc(C2CC(c3ccc(Cl)cc3)Nc3nc(N)nn32)c1 (stereo unspecified)
  -11	-4
25. Fc1ccc(Cl)cc1/C=N/n1cnnc1SCc1ccccc1
  0	·
26. O=C1CCC([N+](=O)[O-])C(c2ccc(Cl)cc2Cl)N1 (stereo unspecified)
  -15	·
27. C#CC1(O)CC(C)N(C)C(C)C1 (stereo unspecified)
  19	0
28. CCn1c(SCC(=O)Nc2ccc3c(c2)OCO3)nnc1-c1cnccn1
  -8	-6
29. CC1=C(/C=C/C(C)=C/C=C/C(C)=C\C(=O)O)C(C)(C)CCC1
  5	·
30. Cn1cccc1CNC(=O)Nc1ccc(Cl)c(Cl)c1
  3	-5
31. O=C(CCn1c(=O)oc2ccccc21)N1CCCCCC1
  7	-4
32. O=C(CCn1c(=O)oc2ccccc21)NCCCN1CCN(c2ccc(F)cc2)CC1
  -10	-5
33. CCn1c(SCc2nc3ccccc3[nH]2)nnc1-c1cccs1
  -8	-5
34. COc1ccc(OCC2CNC(=O)O2)cc1 (stereo unspecified)
  ·	-5
35. CCOC(=O)CNC(=O)c1nn(-c2ccc(OCC)cc2)c(=O)c2ccccc12
  2	-3
36. COc1ccc2sc(NC(=O)c3ccco3)nc2c1
  -2	-9
37. Cc1ccc(S(=O)(=O)N2CCN(CC(=O)NC3CCCc4ccccc43)CC2)cc1C (stereo unspecified)
  -8	·
38. COC(=O)C1=C(C)N(CCCC(=O)O)C(=O)NC1c1ccc(Cl)cc1 (stereo unspecified)
  3	·
39. Cc1cc(C)cc(N2CC(c3nc4ccccc4n3C)CC2=O)c1 (stereo unspecified)
  10	-10
40. COCCn1c(SCc2cccnc2)nnc1-c1ccco1
  4	-6
41. O=C(Nc1cc(C(F)(F)F)ccc1N1CCOCC1)c1cccc(F)c1
  -4	·
42. CC(=O)Nc1ccc2ccccc2c1
  -4	·
43. COCCNc1nnc(SCC(=O)N2CCN(S(=O)(=O)c3ccccc3)CC2)s1
  -8	24
44. COc1ccc(NC(=O)CC2CCCCC2)cc1OC
  -14	7
45. Cn1c(COc2ccc3ccccc3c2)nnc1SCC(N)=O
  6	-2
46. Cc1ccc(NC(=O)C2(N(C(=O)Cn3nnnc3N)c3ccc(C)cc3)CCCCC2)cc1
  0	10
47. O=C1CCN(S(=O)(=O)c2ccccc2)CCN1CCOCc1ccc(C(F)(F)F)cc1
  9	·
48. Clc1ccc(CNc2nnnn2-c2ccccc2)c(Cl)c1
  25	·
49. COc1cccc2c(=O)ccoc12
  8	·
50. CC1CCN(C(=S)c2cn(Cc3ccc(F)cc3)c3ccccc23)CC1
  2	·

Reprinted at random: 2 compounds from above, in no set order.
Below each SMILES – RmlC RmlD mix	RT RNaseH block
42. CC(=O)Nc1ccc2ccccc2c1
  -4	·
50. CC1CCN(C(=S)c2cn(Cc3ccc(F)cc3)c3ccccc23)CC1
  2	·

(cont.)
Below each SMILES – RmlC RmlD mix	RT RNaseH block
51. COc1ccc(NC(=O)c2csc(Cc3ccccc3)n2)cc1
  4	·
52. COc1ccc(NC(=S)NCCC(c2ccccc2)c2ccccc2)c(OC)c1
  -5	·
53. CCOC(=O)c1c(C)c(C(=O)NC(C)COC)c(C)n1CC (stereo unspecified)
  9	4
54. O=C(CNC(=O)OCc1ccccc1)NCC(=O)N1CCCC1C(=O)OCc1ccccc1 (stereo unspecified)
  -7	·
55. Cc1ccoc1C(=O)NCc1occc1C(=O)O
  15	3
56. O=C(Nc1cccc(Cl)c1)c1ccncc1
  4	-7
57. CCOc1ccc(N2C(=O)c3cccnc3C2Nc2ccc(C)cc2)cc1 (stereo unspecified)
  23	17
58. Cc1nn(Cc2ccc(Cl)cc2)c(C)c1NC(=O)c1noc2c1CCc1ccccc1-2
  -3	·
59. CCCS(=O)(=O)N1CCCC(C(=O)NCCN(CC)CC)C1 (stereo unspecified)
  4	-21
60. O=C1C2C3C=CC([C@@H]2C(=O)N1C1CCCCC1)[C@H]1C(=O)N(C2CCCCC2)C(=O)C31 (stereo partly specified)
  -8	·
61. CC(C)(C)[C@@H]1C=C(C(=O)Nc2ccccc2)O[C@H](OCc2ccc(CO)cc2)C1
  5	·
62. Cn1c(C(=O)N2CCCC(C(=O)N3CCN(C(=O)c4ccco4)CC3)C2)cc2sccc21 (stereo unspecified)
  4	-9
63. c1ccc(N2CCCCC2)c(NC2=NCCC2)c1
  -1	-11
64. NS(=O)(=O)c1ccc(CNC(=O)NC23CC4CC(CC(C4)C2)C3)cc1
  2	-2
65. O=C(CN(C1CCCCC1)S(=O)(=O)c1ccc(F)cc1)NC1CC1
  9	-4
66. CC1(C)CC(CC(=O)O)C(=O)O1 (stereo unspecified)
  4	·
67. NC(=O)CS(=O)(=O)c1nc2ccccc2n1Cc1ccccc1F
  3	-75
68. COC(=O)c1cccc(NC(=O)CN2CCN(Cc3ccccc3)CC2)c1
  4	4
69. Cc1sc2nc(C3CC3)nc(NCCNS(C)(=O)=O)c2c1C
  6	5
70. O=C(O)CSCC(=O)Nc1ccc(C2CCCCC2)cc1
  7	·
71. C=CCNc1nc(C2(C)CC3(CC(C)OC3=O)C(=O)O2)cs1 (stereo unspecified)
  9	1
72. O=C(CSc1nnc(-c2ccccc2)o1)c1nnc(-c2ccccc2)o1
  ·	9
73. CN(C)c1ccc(O)c2c1CC1CC3C(N(C)C)C(=O)C(C(N)=O)=C(O)[C@@]3(O)C(=O)C1=C2O (stereo partly specified)
  -9	·
74. COC(=O)C1=C(c2ccccc2)C[C@@H]2CC[C@H]1N2C(=O)NCc1ccc(F)cc1
  7	·
75. COc1cc(C2N(c3ccccn3)C(=O)C3CCCN32)cc(OC)c1OC (stereo unspecified)
  -5	-13
76. CCOC(=O)c1nc2cc3n(c(C)c-2c1C)C(C)C(CC)=C3C (stereo unspecified)
  -7	·
77. COCC(=O)O[C@]1(CCN(C)CCCc2nc3ccccc3[nH]2)CCc2cc(F)ccc2[C@@H]1C(C)C
  -9	·
78. CN(C(=O)CSc1nc(-c2ccccc2)cn1N)C(c1ccccc1)c1ccccc1
  -7	·
79. COc1ccc2c(c1OC)C(=O)N(c1ccccn1)C2
  -13	-13
80. CC(=O)c1cn(CC(=O)Nc2ccccc2C)c2ccccc12
  12	·

Compounds above with a tert-butyl group:
Below each SMILES – RmlC RmlD mix	RT RNaseH block
9. CCCC(=O)Nc1ccc(Cl)c(NC(=O)C(C)(C)C)c1
  -8	-10
61. CC(C)(C)[C@@H]1C=C(C(=O)Nc2ccccc2)O[C@H](OCc2ccc(CO)cc2)C1
  5	·

(more compounds)
Below each SMILES – RmlC RmlD mix	RT RNaseH block
81. O=C(CC(c1ccccc1)c1ccccc1O)N1CCCC1 (stereo unspecified)
  -6	·
82. COc1ccc(NC(=O)c2cc(-c3cc(C)cc(C)c3O)n[nH]2)cc1Cl
  5	-3
83. NCCCCNCCCN
  10	·
84. COc1ccc([N+](=O)[O-])cc1C1NN=C(c2ccccc2O)S1 (stereo unspecified)
  -14	·
85. O=C(Cc1c(O)c2ccccc2[nH]c1=O)NC1CCCCCCC1
  8	-6
86. O=C1c2cccnc2C(Nc2ccccc2)N1Cc1ccco1 (stereo unspecified)
  4	·
87. Cc1ccc(S(=O)(=O)NCCN=C(CN2CCCC2)NS(=O)(=O)c2ccc(C)cc2)cc1
  9	-10
88. Cc1cc(O)c(NC(=O)c2ccco2)cc1C
  5	-1
89. COc1cc2c(cc1OC)C1Cc3ccc(OC)c(OC)c3C[N+]1([O-])CC2 (stereo unspecified)
  0	·
90. COc1cc(=O)n(C)c2cc(N(C)C)ccc12
  80*	-16
91. CSc1nc2c(c(=O)n1-c1ccccc1)SCC2
  -5	·
92. COc1ccccc1N(CC(=O)N1CCCCCC1)S(C)(=O)=O
  -7	-6
93. C[C@@H](NC(=O)c1nc[nH]c1C(=O)N[C@@H](Cc1ccccc1)C(=O)OC(C)(C)C)c1ccccc1
  8	·
94. O=C(CCc1ccc(CCC(=O)c2cccs2)s1)c1cccs1
  18	-8
95. O=C1N[C@@H](Cc2ccccc2)C(=O)N2[C@@H]3N(S(=O)(=O)c4ccccc4)c4ccccc4[C@]3(Br)C[C@@H]12
  0	·
96. CS(=O)(=O)N(CC(=O)N1CCN(Cc2ccc3c(c2)OCO3)CC1)c1ccc2c(c1)OCO2
  6	-13
97. O=C(O)CCNC(=O)c1cncc(Br)c1
  7	·
98. CCOC(=O)c1cnn(CCOC(=O)C2CC2)c1NC(=O)C1CC1
  -7	-13
99. O=C(Nc1nc2ccccc2n1CCN1CCCC1)C1CCCCC1
  0	1
100. N#Cc1cc([N+](=O)[O-])c(-n2nnc3ccccc32)c([N+](=O)[O-])c1
  9	·
101. Cc1ccc(NC(=O)N(Cc2ccco2)C(C)c2ccco2)cc1C (stereo unspecified)
  -11	-11
102. O=C(O)COc1ccc2c(c1)CCCC2
  -14	-3
103. CC(=O)N1C=CN(C(C)=O)C(c2cn(C)c3ccccc23)C1c1cn(C)c2ccccc12 (stereo unspecified)
  5	-6
104. CCC(C)(C)n1nnnc1CN1CCN(c2nc3ccc(C)cc3cc2C#N)CC1
  -9	·
105. C[C@@]12CCC=C[C@H]1[C@H](c1ccc(F)c(/C=C/c3ccccc3)c1)N(Cc1ccccc1)C2=O
  0	·
106. CSc1ccc(Cl)c(C(=O)OCC(=O)N2CCOCC2)c1
  6	-8
107. CCN(CC)CCCN1C(=O)C(=O)/C(=C(/O)c2cc(C)ccc2C)C1c1cccnc1 (stereo unspecified)
  -10	-11
108. Cc1cccc(-c2noc(-c3ccccc3C(=O)NCC3CCCO3)n2)c1 (stereo unspecified)
  -15	3
109. CC(C)C[C@H](NC(=O)c1[nH]cnc1C(=O)N[C@@H](C)C(=O)OC(C)(C)C)C(=O)OC(C)(C)C
  8	·
110. Cc1[nH]c2ccccc2c1C(=O)CN1CCCCC1CCO (stereo unspecified)
  -8	-5

Three entries out of the list, sorted by heavy-atom count, falling.
Below each SMILES – RmlC RmlD mix	RT RNaseH block
109. CC(C)C[C@H](NC(=O)c1[nH]cnc1C(=O)N[C@@H](C)C(=O)OC(C)(C)C)C(=O)OC(C)(C)C
  8	·
108. Cc1cccc(-c2noc(-c3ccccc3C(=O)NCC3CCCO3)n2)c1 (stereo unspecified)
  -15	3
110. Cc1[nH]c2ccccc2c1C(=O)CN1CCCCC1CCO (stereo unspecified)
  -8	-5

New compounds follow.
Below each SMILES – RmlC RmlD mix	RT RNaseH block
111. COc1c(C)cc(S(=O)(=O)N2CCCC2)c(C)c1C
  -2	·
112. Cn1c(=O)c2c(nc(CN3CCN(c4ccccc4F)CC3)n2CCN2CCOCC2)n(C)c1=O
  21	-1
113. O=C(COC(=O)CCS(=O)(=O)c1ccc(Cl)cc1)Nc1ncc(Cl)cc1Cl
  3	-2
114. CCOC(=O)C1CCN(CC(=O)Nc2c(C(=O)OC)[nH]c3cccc(Cl)c23)CC1
  10	-23
115. Cc1c(N=C2SCC(=O)N2c2c(C)n(C)n(-c3ccccc3)c2=O)c(=O)n(-c2ccccc2)n1C
  5	-1
116. O=C(O)C1CC(=O)N(Cc2ccc(F)cc2)C1 (stereo unspecified)
  -11	2
117. CCN(Cc1cc2ccccc2[nH]c1=O)C(=O)C(C)C
  6	-5
118. CCOC(=O)c1cc(C(O)(C(F)(F)F)C(F)(F)F)c(/N=C/N(C)C)o1
  15	1
119. CCCCCc1ccc(CC(=O)Nn2c(C)nc3ccccc3c2=O)cc1
  -5	·
120. CN=C(Nc1ccc(Cl)cc1)c1cccc(C(F)(F)F)c1
  12	·
121. Cc1sc2nc(SCC(=O)c3cccs3)n(Cc3ccco3)c(=O)c2c1C
  23	11

Screens from PubChem BioAssay.
